Yfh1-off respiration: enhancers of respiration in Yfh1-depleted yeast, dose response, Friedreich's ataxia, plus single-dose screen (AID 1465); S. cerevisiae Yfh1-off respiration, WST-1 reduction, 72 h; higher fold induction means a stronger effect; one-dose fold induction at 50 µM; EC50 in µM for titrated hits; hit rate 0.074% among 220,000;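 active = fold induction of absorbance versus untreated yeast above a set limit, then at least 30% activation at any dose in follow-up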;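 note: activators that raise dye reduction in frataxin-depleted yeast; strong numbers were not always called active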
WT yeast gro inh: growth inhibition of WT yeast, mitochondrial fusion screen. mitochondrial fusion phenotypic screen, WT strain. AID 1362. inhibition, % at 10 µM. hit rate 2.1% among 190,000; in the data active = inhibition above about 58%; tested in S. cerevisiae
human PMI inhibition: MPI enzyme activity inhibition – biochemical, fluorescence intensity, coupled assay, primary screen (AID 1209); hit rate 0.42% among 190,000; purified PMI enzyme, coupled fluorescence intensity; higher % means a stronger effect; inhibition, % at 20 µM; hits with a dose series show IC50 in µM;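 note: plate controls were DMSO vehicle for no effect and wells lacking substrate for full effect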
Dynein cargo inh: dynein cargo transport inhibition | hit rate 0.47% among 220,000 | AID 1381 | 3617.4 mouse cells, GR-EGFP nuclear translocation imaging; test concentration mostly 20 µM; stimulated with dexamethasone, 1 µM; active compounds read low | z-score, hits read low;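 active = plate z-score of nuclear minus cytoplasmic receptor signal below a set negative limit, without overly bright fluorescence or cell loss, cut at about -3.5 in these data, passing the limit was not always enough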;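 note: z-score of nuclear minus cytoplasmic ring GR-EGFP intensity difference per well; some compounds called inactive have numbers as strong as hits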
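Buffer or medium: tet-free medium with charcoal-stripped serum / Also added: dexamethasone agonist, 1.0 µM final, for 30 min / Timing: induction 48 h, compound 1 h, agonist 30 min / Measured by: high-content fluorescence imaging after fixation / Read-out: nuclear-to-cytoplasmic GR-EGFP distribution per well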
Ins promoter up: MIN6 insulin promoter up-regulation | MIN6 insulin promoter-GFP reporter, high-content imaging; active compounds read high | z-score at 5 µM | hit rate 0.3% among 190,000 | AID 1625;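 active = z-score above 3 at 5 µM with at least 500 cells counted in the well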
MT stabilizer: microtubule stabilizers in HeLa cells; % tubulin-high responders, % at 10 µM; hit rate 0.83% among 200,000; HeLa tubulin immunostaining HCS, 24 h; share of cells brighter than vehicle mean+2SD; AID 2205;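 active = plate Z-score above 3 for both tubulin-high and condensed-nucleus cell shares, with cell loss under 80%, at 10 µM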;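 note: anti alpha tubulin signal scored within the nucleus-defined area of each cell; some results filed as inactive read as strong as hits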
human PMI inhibitors: human PMI inhibitors, high substrate, primary screen, biochemical, fluorescence intensity, high mannose 6-phosphate (AID 1220). recombinant PMI enzyme, coupled fluorescence intensity; higher % means a stronger effect. inhibition, % at 20 µM, or IC50 in µM where a hit was titrated. hit rate 0.66% among 190,000
b-catenin transl: modulators of beta-catenin nuclear translocation | HeLa beta-catenin nuclear translocation, immunofluorescence imaging | hit rate 0.3% among 190,000 | AID 1665 | nuclear translocation activity, % at 5 µM;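 active = nuclear translocation activity above 50% at 5 µM, with a well cell count of 50 or more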;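 note: per-cell ratio of nuclear to cytoplasmic median beta-catenin stain intensity; plate controls were DMSO negative control for no effect and GSK-3 inhibitor IX positive control for full effect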
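Test system: human HeLa cells, endogenous beta-catenin. Times: 24 h compound exposure, 37°C. Measured by: beta-catenin immunofluorescence imaging with DAPI.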
Autophagy HCS: autophagy modulation, high-content screen; MEF GFP-LC3 puncta imaging; test concentration mostly 10 µM; calls only at 10 µM (by protocol); hit rate 0.98% among 190,000;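 active = percentage of spot-positive cells more than 3 SD above its plate mean, without a fluorescence outlier flag or 80% toxicity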;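 note: spot-positive cell cutoff set from DMSO-treated cells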
WT yeast gro inh mutant strain: further read-out of WT yeast gro inh, marked with its call; inhibition, %; mitochondrial fusion phenotypic screen, mutant strain inhibition
Dynein cargo inh cytoplasmic EGFP: second read-out of Dynein cargo inh, no call of its own (marks repeat the call); z-score; measured here: cytoplasmic GR-EGFP intensity; active compounds read high
Dynein cargo inh nuclear GR-EGFP: second read-out of Dynein cargo inh, no call of its own (marks repeat the call); z-score; measured here: nuclear GR-EGFP intensity;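 lower value marks the stronger effect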
Dynein cargo inh cell count: also measured in Dynein cargo inh; calls as there; z-score; measured here: cell count per field
Ins promoter up cell count: further read-out of Ins promoter up, marked with its call; cell count; measured here: cytotoxicity, nuclei count;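 total cells summed across four imaged fields per well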
b-catenin transl cell count 5 µM: second read-out of b-catenin transl, no call of its own (marks repeat the call); cell count; measured here: cell count, cytotoxicity flag
MT stabilizer Hoechst-high %: recorded beside MT stabilizer, whose call it bears; % Hoechst-high responders; measured here: nuclear condensation Hoechst responders;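 share of cells brighter than vehicle mean plus two SD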
MT stabilizer cytotoxicity %: recorded beside MT stabilizer, whose call it bears; toxicity, %; measured here: cytotoxicity by cell density;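 0% = mean cell density of plate MIN control wells and 100% = no cells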
Autophagy HCS cell loss 18 h: second read-out of Autophagy HCS, no call of its own (marks repeat the call); toxicity, %; measured here: cell loss, nuclei count;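 cell loss after 18 h compound exposure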
Active calls of the source: *; i = inactive; / = no result given. Cut-off read from the data, not from the text of the source, unless noted: active = inhibition above about 50%; inactive = the rest.

SMILES | Yfh1-off respiration | WT yeast gro inh | WT yeast gro inh mutant strain | human PMI inhibition | Dynein cargo inh | Dynein cargo inh cytoplasmic EGFP | Dynein cargo inh nuclear GR-EGFP | Dynein cargo inh cell count | Ins promoter up | Ins promoter up cell count | MT stabilizer | MT stabilizer Hoechst-high % | MT stabilizer cytotoxicity % | human PMI inhibitors | b-catenin transl | b-catenin transl cell count 5 µM | Autophagy HCS | Autophagy HCS cell loss 18 h
COc1cscc1C(N)=O | i | / | / | / | -0.11 | -0.23 | -0.093 | 0.32 | 0.13 | 1508 | / | / | / | / | -1.4 | 1057 | / | /
CC(C)(C)Nc1nc(Cl)nc(NCc2ccccc2)n1 | i | / | / | / | -0.52 | -0.21 | 0.07 | 1.4 | -0.63 | 1105 | / | / | / | / | 2.1 | 1287 | / | /
O=C(NCc1ccc2c(c1)OCO2)c1cc2c(s1)CSC2 | i | 27 | 3 | -5% | -0.57 | -0.28 | 0.31 | 0.57 | -0.88 | 1268 | 5.6 | 2.1 | 3.2 | -3% | 0.3 | 571 | i | 20
CCOC(=O)Cc1ccc(NC(=O)c2ccc(C(C)(C)C)cc2)cc1 | i | 26 | 11 | 15% | -0.67 | 0.3 | -0.19 | 0.83 | 0.16 | 829 | 1.1 | 1.6 | 10 | 9% | -1.7 | 1172 | i | 0
COC(=O)c1nn(-c2ccccc2)c(Sc2ccc(Br)cc2)c1/C=N/O | i | 8 | 7 | 6% | -0.84 | -0.18 | -0.44 | 0.79 | 0.31 | 1465 | 1.2 | 1.2 | 11 | 3% | -0.5 | 1345 | i | 21
O=C(CN1C(=O)c2ccccc2C1=O)N1CCN=C1c1ccccc1 | i | / | / | / | 0.42 | -0.27 | 0.12 | 0.64 | 0.18 | 1018 | / | / | / | / | 1.5 | 1353 | / | /
COCCn1c(=O)c2ccccc2c2ccccc2c1=O | i | 13 | 1 | -14% | 1.6 | -0.27 | 1 | -0.56 | -0.17 | 1574 | 5.2 | 2.0 | 7.2 | -15% | -1.5 | 949 | i | 2
CCCCOc1ccc(C(=O)NNC(=S)NC(=O)CC)cc1 | i | 88 | 93 | -6% | 0.4 | -0.18 | 0.32 | -0.96 | 0.14 | 1318 | 1.2 | 0.3 | 11 | -17% | 3.0 | 1062 | i | 30
CCOC(=O)Cn1nc(-c2ccccc2)c2cnc3ccc(CC)cc3c21 | / | -7 | -17 | 7% | 4.3 | 0.12 | 3.6 | -2.3 | -0.12 | 1135 | 3.2 | 3.3 | 9.0 | 6% | -3.8 | 600 | i | -47
O=[N+]([O-])c1cc(C(F)(F)F)ccc1N1CCC(O)CC1 | i | 10 | 7 | 7% | 0.52 | -0.18 | 0.39 | -1.4 | 0.04 | 1366 | 3.9 | 3.0 | 3.4 | -1% | -2.5 | 1142 | i | 16
O=C(CSc1ccc(Cl)cc1)Nc1ncccn1 | i | 8 | 6 | 5% | -0.74 | -0.29 | -0.66 | 0.63 | -0.16 | 1306 | 2.6 | 2.9 | 1.5 | -5% | -0.7 | 954 | i | 5
Cn1c(=O)oc2cc(S(=O)(=O)N3CCN(c4ccccn4)CC3)ccc21 | i | 8 | -3 | -11% | 0.084 | -0.14 | 1 | -0.42 | -0.17 | 1149 | 4.4 | 2.6 | 8.4 | -4% | -1.8 | 605 | i | -6
COc1ccc(CCNC(=O)c2ccc(N(C)S(=O)(=O)c3ccccc3)cc2)cc1 | i | / | / | / | 0.19 | -0.13 | 0.64 | -1.1 | -0.35 | 1026 | / | / | / | / | -0.5 | 1311 | / | /
Cc1nn(-c2ccccc2)nc1C(=O)Nc1nnc(C(F)(F)F)s1 | i | / | / | / | 0.2 | -0.14 | -0.082 | -0.015 | -0.45 | 1009 | / | / | / | / | 0.3 | 1252 | / | /
CCC(=O)Nc1ccc(C(=O)NCCCn2ccnc2)cc1 | i | -22 | -4 | 10% | -0.37 | -0.26 | -0.42 | 0.8 | / | / | 2.2 | 1.4 | 5.5 | 7% | 0.7 | 1506 | i | 22
Cc1ccc(CNC(=O)CCc2c(C)nc3c(c(C)nn3-c3ccc(C)cc3)c2C)cc1 | / | -1 | 10 | 6% | -0.57 | -0.31 | -0.031 | 0.4 | 0.22 | 1380 | 3.2 | 1.6 | 14 | -4% | -1.7 | 1134 | i | -12
O=C(NC(=S)N(CCO)Cc1ccccc1)c1ccc(S(=O)(=O)N2CCCC2)cc1 | i | -3 | 5 | 2% | -1 | -0.19 | -0.9 | 0.79 | 1 | 1276 | 2.1 | 1.9 | 8.0 | 2% | -4.1 | 1110 | i | -10
CS(=O)(=O)CCSc1ncccc1C(=O)NCc1cccs1 | i | / | / | / | 0.58 | -0.16 | 0.28 | -1.5 | 1.3 | 1490 | / | / | / | / | -2.3 | 1107 | / | /
COc1ccc(C(=O)NC(=S)N2CCN(c3ccc([N+](=O)[O-])cc3)CC2)cc1 | i | 21 | -9 | 4% | 0.33 | -0.23 | 0.18 | -0.34 | -0.46 | 1214 | 3.3 | 8.7 | 15 | 4% | -3.3 | 522 | i | 12
CC1CCN(c2ccccc2N)CC1 | i | 1 | -20 | 8% | -0.69 | -0.29 | 0.051 | -0.14 | 1.2 | 795 | 4.4 | 3.2 | 8.3 | 2% | -3.1 | 1096 | i | -5
CSCCC(NC(=O)C1CCC(C)CC1)C(=O)O (stereo unspecified) | i | 37 | 0 | 18% | 0.81 | -0.038 | 0.84 | -0.25 | 0.94 | 1957 | 6.1 | 3.2 | 8.9 | 13% | -2.5 | 1075 | i | 0
Cn1ncc(N=Cc2ccccc2[N+](=O)[O-])c1C(N)=O | i | / | / | / | 0.88 | -0.14 | 0.47 | -1.9 | 0.2 | 1063 | / | / | / | / | -1.4 | 1321 | / | /
Cc1cc(C(=O)COc2ccccc2C(N)=O)c(C)n1C1CC1 | i | -5 | 2 | 12% | 1.5 | -0.34 | 0.083 | -1.6 | 0.21 | 1233 | 2.1 | 2.8 | 5.7 | 15% | 1.0 | 1037 | i | 1
C=CCSc1nnc(NC(=O)c2ccc(S(=O)(=O)NCC3CCCO3)cc2)s1 (stereo unspecified) | i | 3 | -4 | 7% | -0.15 | -0.25 | 0.33 | -0.61 | 0.7 | 1179 | 2.3 | 0.4 | 44 | -4% | -0.5 | 961 | i | -4
Cc1c(NC(=O)C2CCN(S(=O)(=O)c3cccs3)CC2)c(=O)n(-c2ccccc2)n1C | i | / | / | / | 0.24 | -0.24 | 0.19 | -0.25 | -0.11 | 1316 | / | / | / | / | -4.0 | 1226 | / | /
O=C(Nc1nnc(C23CC4CC(CC(C4)C2)C3)s1)c1ccc(N2C(=O)CCC2=O)cc1 | i | -2 | -5 | 16% | -0.29 | -0.3 | -0.17 | 0.66 | 0.41 | 1903 | 1.9 | 4.0 | 5.1 | 19% | -3.0 | 1142 | i | -9
COc1ccc(/C=C2/C(=O)N(Cc3ccccc3)N=C2C)cc1 | i | 9 | 6 | 14% | -0.29 | -0.23 | -0.14 | 0.67 | 0.1 | 1307 | 1.6 | 1.3 | 0.4 | 12% | -1.9 | 585 | i | 21
O=C(CCCc1nc(-c2ccccc2)no1)NCc1cccnc1 | i | 10 | 13 | 9% | -0.83 | -0.17 | 0.018 | 0.8 | -0.14 | 1146 | 2.7 | 1.7 | 9.7 | 14% | -1.3 | 860 | i | -14
COc1ccc(OCCNS(=O)(=O)Cc2ccccc2)cc1 | i | -3 | 2 | 14% | -0.84 | 0.87 | -0.068 | 0.37 | -0.14 | 1372 | 8.6 | 2.6 | 9.9 | 0% | -0.1 | 1086 | i | -10
CCOC(=O)c1cnc2ccccc2c1Nc1cc(C(=O)O)ccc1C | i | 2 | -20 | -43% | 0.82 | -0.19 | 0.49 | -0.3 | -0.89 | 1147 | 1.8 | 1.8 | 11 | -50% | 0.6 | 1069 | i | -5
COc1cccc(OC)c1C(=O)N1CCN(c2c(Cc3ccccc3)c(C)nc3ncnn23)CC1 | i | -6 | -16 | -5% | 0.51 | -0.12 | 0.38 | 0.31 | -0.14 | 1150 | 3.0 | 2.6 | 9.1 | -4% | -6.3 | 1000 | i | -7
CN1CCN(C(=S)Nc2ccc(Cl)c(Cl)c2)CC1 | i | 23 | -1 | -4% | 0.4 | -0.3 | -0.13 | -0.51 | -0.14 | 1217 | 4.1 | 2.9 | 3.5 | -7% | / | / | i | 15
O=C(Cn1c(=O)n(Cc2ccco2)c(=O)c2ccccc21)NCC1CCCO1 (stereo unspecified) | i | -14 | -7 | 5% | -0.76 | -0.23 | -0.24 | 0.27 | 0.28 | 1331 | 6.4 | 2.7 | 7.8 | 5% | 0.9 | 927 | i | 6
CCOC(=O)N1CCC(NC(=O)c2ccccc2C(=O)O)CC1 | i | / | / | / | 0.74 | -0.18 | 1.1 | -0.25 | -0.1 | 1065 | / | / | / | / | 0.2 | 1307 | / | /
COc1ccccc1NS(=O)(=O)c1cccc(C(=O)NNC(=O)C(NC(N)=O)C(C)C)c1 (stereo unspecified) | i | / | / | / | -0.086 | -0.25 | 0.11 | 0.2 | -0.12 | 1422 | / | / | / | / | -2.2 | 1145 | / | /

Two successive entries from above:
SMILES | Yfh1-off respiration | WT yeast gro inh | WT yeast gro inh mutant strain | human PMI inhibition | Dynein cargo inh | Dynein cargo inh cytoplasmic EGFP | Dynein cargo inh nuclear GR-EGFP | Dynein cargo inh cell count | Ins promoter up | Ins promoter up cell count | MT stabilizer | MT stabilizer Hoechst-high % | MT stabilizer cytotoxicity % | human PMI inhibitors | b-catenin transl | b-catenin transl cell count 5 µM | Autophagy HCS | Autophagy HCS cell loss 18 h
O=C(Cn1c(=O)n(Cc2ccco2)c(=O)c2ccccc21)NCC1CCCO1 (stereo unspecified) | i | -14 | -7 | 5% | -0.76 | -0.23 | -0.24 | 0.27 | 0.28 | 1331 | 6.4 | 2.7 | 7.8 | 5% | 0.9 | 927 | i | 6
CCOC(=O)N1CCC(NC(=O)c2ccccc2C(=O)O)CC1 | i | / | / | / | 0.74 | -0.18 | 1.1 | -0.25 | -0.1 | 1065 | / | / | / | / | 0.2 | 1307 | / | /

From PubChem
